# FEN1 inh – inhibitors of human flap endonuclease 1; Recombinant FEN1 flap cleavage, fluorescence, 15 min; Potency, µM (series often up to 114 µM), for inactives: at the highest dose activity change, negative = inhibition, usual class: inhibitors; 390,000 compounds, 0.35% hits; also: nearly all actives have a fitted effect of over 65% in size
#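 Compounds are tested as a concentration series against 10 nM FEN1; after a 15 min room-temperature preincubation, 50 nM substrate starts cleavage, with plate reads at 0 and 15 min. Normalized responses are fitted by a Hill equation.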
# KAT2A inh – GCN5L2 (KAT2A) acetyltransferase inhibition; Q92830; GCN5L2 HAT assay, ThioGlo1 CoA-SH fluorescence; Potency, µM (doses to about 58.9 µM), inactives show top-dose activity change, negative = inhibition, usual class: inhibitors; 390,000 compounds, 0.21% hits; AID 504327
# Target sequence (Q92830 whole entry, looked up): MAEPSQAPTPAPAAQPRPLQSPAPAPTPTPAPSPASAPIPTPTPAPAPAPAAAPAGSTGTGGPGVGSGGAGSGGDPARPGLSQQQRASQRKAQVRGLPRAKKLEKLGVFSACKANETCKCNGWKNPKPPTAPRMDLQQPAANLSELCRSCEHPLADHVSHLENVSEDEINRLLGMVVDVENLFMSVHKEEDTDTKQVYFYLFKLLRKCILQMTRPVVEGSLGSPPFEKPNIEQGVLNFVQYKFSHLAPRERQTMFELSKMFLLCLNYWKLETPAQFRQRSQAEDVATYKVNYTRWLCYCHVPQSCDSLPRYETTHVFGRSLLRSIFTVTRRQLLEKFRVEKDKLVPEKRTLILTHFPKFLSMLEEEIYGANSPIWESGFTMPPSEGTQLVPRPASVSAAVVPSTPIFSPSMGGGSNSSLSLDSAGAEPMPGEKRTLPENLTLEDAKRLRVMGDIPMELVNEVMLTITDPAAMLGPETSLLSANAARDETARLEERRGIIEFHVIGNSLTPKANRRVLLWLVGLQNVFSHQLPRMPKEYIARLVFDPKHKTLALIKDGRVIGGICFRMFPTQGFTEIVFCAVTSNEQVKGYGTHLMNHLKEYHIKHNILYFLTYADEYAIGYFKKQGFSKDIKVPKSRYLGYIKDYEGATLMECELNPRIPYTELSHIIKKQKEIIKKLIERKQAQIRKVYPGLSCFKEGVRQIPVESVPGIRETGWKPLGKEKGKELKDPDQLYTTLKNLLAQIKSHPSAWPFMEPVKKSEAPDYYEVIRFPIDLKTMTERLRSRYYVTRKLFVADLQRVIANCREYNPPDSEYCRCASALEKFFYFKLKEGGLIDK
#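 Free CoA generated was detected with ThioGlo1 (50uM) fluorescence at Ex340nm/Em540nm, read immediately and after 20 min at room temperature. Enzyme, 20 nM in HEPES pH 7.5 buffer, saw compounds 15 min before adding 75uM H3(1-25) peptide and 70uM acetyl-CoA.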
# N370S GC mod – N370S glucocerebrosidase modulation, Gaucher chaperone candidate | P04062 | N370S GC spleen homogenate, 4MU-glucoside fluorescence | Potency, µM (series often up to 59.4 µM), for inactives: at the top dose activity change, negative = inhibition, hits mostly inhibitors | 330,000 compounds, 0.092% hits | AID 2101;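 also: 0% = full enzyme activity and -100% = no enzyme basal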
# Active calls of the source: *; ? = inconclusive; . = not tested or not shown; & = joins results of further samples; [ ] = remark or other dose. Calls follow the shape of the dose curve; as a rule, active = well fitted curve in the direction sought with a large enough effect; inconclusive = small, poorly fitted or top-dose-only effect, or another doubt; inactive = no such curve, though single readings can be large; an effect the other way counts as inactive or inconclusive. Unless noted, % is scaled to controls: 0 for no effect and ±100 for the full control effect; potency is read from the fitted curve at half-maximal effect.
SMILES,FEN1 inh,KAT2A inh,N370S GC mod
CC(=O)c1cccc(NC(=O)CN(C)S(=O)(=O)c2cccc3nsnc23)c1,13%,-5%,-16%
COc1cccc(NC(=O)c2cc3c(-c4ccc(Cl)cc4)nn(C)c3s2)c1,1%,-7%,.
Cc1csc(NC(=O)c2c(O)c3c(n(CC(C)C)c2=O)CCCC3)n1,-2%,3%,-11%
CCN(C(=O)CSc1nnc(C)n1-c1ccccc1)C1CCS(=O)(=O)C1 (stereo not drawn),-1%,0%,-12%
COc1ccc(OC)c(NC(=O)CSc2ncc3c(n2)-c2ccccc2N(C)S3(=O)=O)c1,1%,-6%,.
COc1cccc(N2CCN(C(=O)CN(C)S(=O)(=O)c3ccc4c(c3)CCC(=O)N4)CC2)c1,0%,-4%,-15%
O=C(OCC(=O)N1CCOCC1)c1ccccc1Cc1ccccc1,-1%,1%,11%
COc1ccc(-c2sc(Nc3ccccc3)n[n+]2-c2ccc(F)cc2)c(OC)c1OC,18%,-3%,3%
Cc1cc(NC(=O)COC(=O)c2cc(S(=O)(=O)N(C)c3ccccc3)ccc2Cl)no1,-10%,-15%,-13%
Cc1cccc(C(=O)Nc2ccc(C(=O)OCc3cc(=O)n4nc(CC(C)C)sc4n3)cc2)c1,3%,-8%,.
Cc1ccc(-n2c(C)cc(/C=N/NC(=O)CC3(C)OCCO3)c2C)c(C)c1,-3%,4%,-18%
CCC(CC)NC(=O)c1n[nH]c(=O)c2ccccc12,3%,-2%,12%
CCOC(=O)c1sc2nc(C)n(CC(=O)NCC3CCCO3)c(=O)c2c1C (stereo not drawn),-7%,-7%,13%
C=CCn1c(=S)[nH]c2sccc2c1=O,-8%,-26%,11%
CN(C(=O)c1ccc(NC(=O)Cc2cccc(NC(=O)C3CCCN(C(=O)C4CCC4)C3)c2)cc1)C1CCCC1 (stereo not drawn),19%,0%,.
O=C(NCC(c1ccccc1)c1ccccc1)c1nn(-c2ccccc2F)nc1CO,0%,-1%,.
O=c1c2ccccc2nnn1COc1ccc(F)cc1Cl,10%,-7%,6%
CCCCC(=O)OCC(=O)Nc1cccc(S(=O)(=O)NC2=NCCCCC2)c1,3%,1%,-2%
CCN1CCCC1CNC(=O)c1cc2c(-c3ccc(Cl)cc3)nn(C)c2s1 (stereo not drawn),50µM*,-7%,-8%
CCOc1ccc(C2C(C(=O)c3ccco3)=C(O)C(=O)N2CCN2CCOCC2)cc1 (stereo not drawn),-3%,-4%,-5%
Cc1cccc(N2CCN(C(=O)Cn3c(=O)[nH]c4ccsc4c3=O)CC2C)c1 (stereo not drawn),-3%,-2%,1%
CCOc1ccc(NC(=O)NC2CCCCCCC2)cc1,-11%,1%,3%
CC(=O)N1CCN(c2ccc(NC(=O)c3ccc(Cl)c(Cl)c3)cc2)CC1,12%,-4%,-10%
COc1cccc(COc2nc3c(c(=O)n(C)c(=O)n3C)n2C)c1,-2%,1%,2%
Cc1cccc(N2CCN(C(=O)c3cn(C4CCCCC4)c(=O)c4c3c3ccccc3n4C)CC2)c1C,10%,-14%,.
CN(C(=O)c1ccc(OC2CCN(C(=O)c3cccnc3)CC2)cc1)C1CCCCC1,19%,0%,0%
CCN1C(=O)[C@H]2[C@@H](c3ccc(-c4ccc(F)cc4)c(OC)c3)N[C@@](C)(C(=O)OC)[C@H]2C1=O,-3%,-25%,3%
COCCNC(=O)C1CC(=O)N(C2CCCCC2)C1 (stereo not drawn),-11%,-4%,22%
COc1cccc(/C=C/C(=O)Oc2ccc(C(=O)c3ccc(F)cc3)cc2)c1,-5%,70%[activator],0%
CCCSc1nc2c(cnn2-c2ccc(C)cc2)c(=O)[nH]1,12%,3%,-1%
Cc1nn(C(C)(C)C)c(OC(=O)C(C)(C)C)c1Sc1ccccc1,-9%,-7%,.
O=C(Nc1cc(C(F)(F)F)ccc1Cl)c1cc2nc(-c3ccc4c(c3)OCO4)cc(C(F)(F)F)n2n1,19%,1%,.
C[C@@H]1CCC(=O)N(C[C@@H](C)CSc2ccc(Br)cc2)CC1,5%&-26%,-3%,.
CCOC(=O)C(Cc1ccccc1)C(=O)Nc1cccc(C)c1 (stereo not drawn),7%,2%,12%
COc1cccc(NC(=O)Cn2c(=O)n(CCc3cccc(C)c3)c(=O)c3ccccc32)c1,?,-14%,.
Cc1cccc(C(=O)Nc2ccc(C(=O)N3CCCCC3C)cc2)c1 (stereo not drawn),-6%,-3%,-5%
CCOc1ccc(-c2c(C(=O)N/N=C/c3ccco3)nnn2-c2nonc2N)cc1,-3%,-1%,-7%
Cc1c(Cl)cccc1NC(=O)CN1CCC(C(O)(c2ccccc2)c2ccccc2)CC1,-1%,1%,-10%
COc1cccc(N(Cc2nnc3n2CCCCC3)C(=O)Nc2ccccc2F)c1,7%,-2%,4%
CCc1cccc(CC)c1NC(=O)COC(=O)c1ccc(F)c(S(=O)(=O)N(CC)CC)c1,-3%,-5%,-5%
CCC(Nc1ccc(OC)cc1)C(=O)N/N=C/c1ccc([N+](=O)[O-])cc1 (stereo not drawn),-9%,-2%,-13%
Cc1csc(=NC(=O)c2ccccc2)n1Cc1ccco1,-9%,0%,?
COc1ccc(Cc2nnc(SCC(=O)N3CCCC3)o2)cc1,1%,-1%,-11%
Cc1cc(C(=O)OCC(=O)NC2CCCC2)c2ccccc2n1,1%,-1%,1%
COc1cccc(C(=O)N2CCN(C(=O)C3CCCO3)CC2)c1 (stereo not drawn),-3%,4%,.
O=C(NCCc1ccccn1)c1ccc(OC2CCN(Cc3ccccn3)CC2)cc1,-2%,2%,-7%
Cc1ccc(S(=O)(=O)N2CCOCC2)cc1C(=O)Nc1cccc(C(=O)NC2CC2)c1,5%,-8%,.
CCOC(=O)C(NS(=O)(=O)c1ccccc1)(C(F)(F)F)P(=O)(OC(C)C)OC(C)C (stereo not drawn),-10%,4%,17%
CC1CCC(NC(=O)CN2C(=O)C3CCCN3c3ncc(Cl)cc32)CC1 (stereo not drawn),.,-7%,1%
CC(C)CC(C(=O)Nc1oc(-c2ccco2)c(-c2ccco2)c1C#N)N1C(=O)c2ccccc2C1=O (stereo not drawn),0%,-21%,?
# (listing goes on)
SMILES,FEN1 inh,KAT2A inh,N370S GC mod
O=C(Oc1cccc([N+](=O)[O-])c1)C1CCN(C(=O)c2ccc(F)cc2)CC1,-3%,0%,-13%
COc1ccc(OC)c(C2Nc3ccccc3NC3=C2C(=O)CC(C)(C)C3)c1 (stereo not drawn),3%,-1%,-12%
COc1ccc(NC(=O)/C(C#N)=C\c2ccc(N3CCOCC3)o2)cc1,5%,0%,-15%
O=C(CN1CCOCC1)OCCCC1CCCCC1,-7%,-5%,.
COc1ccc(CCNC(=O)c2ccc(C)s2)cc1OC,-3%,-4%,13%
COc1ccc(CNC(=O)C(C)Sc2ccc(C)cc2)cc1 (stereo not drawn),-15%,-7%,-9%
CC(=O)N1CCN(C(=O)c2ccc(NS(=O)(=O)c3cc(C)ccc3C)cc2)CC1,5%,1%,0%
O=C(NC(=S)Nc1ccc(NC(=O)c2cccs2)cc1)c1ccco1,-3%,-2%,15%
CCN(CC)c1ccc(C(=O)NCc2ccc3c(c2)CCN3C(=O)c2ccc(F)cc2)cc1,14%,-2%,.
CC(Sc1nnc(-c2ccccc2)c(-c2ccccc2)n1)C(=O)N1CCc2ccccc21 (stereo not drawn),8%,-9%,15%

# Part of the list above, showing only KAT2A inh and FEN1 inh.
Structure	KAT2A inh	FEN1 inh
CC(Sc1nnc(-c2ccccc2)c(-c2ccccc2)n1)C(=O)N1CCc2ccccc21 (stereo not drawn)	-9%	8%
COc1ccc(CCNC(=O)c2ccc(C)s2)cc1OC	-4%	-3%

# Next part.
SMILES,FEN1 inh,KAT2A inh,N370S GC mod
CCN1CCc2c(sc(NC(=O)C3CCCCC3)c2C(=O)OC)C1,-21%,-22%,-6%
COc1ccccc1-c1cc(-c2ccccc2)nc(SCC(=O)O)c1C#N,2%,-21%,-7%
NC(=O)CSc1nc2ccccc2n1-c1ccccc1,8%,1%,13%
CN(CC(=O)Nc1ccccc1Cl)C(=O)COC(=O)c1nc(Cl)ccc1Cl,-3%,0%,-11%
CC(Oc1ccc(Cl)cc1Cl)C(=O)Nc1ccc2oc(-c3ccncc3)nc2c1 (stereo not drawn),-8%,1%,3%
COc1cccc(NC(=O)Nc2ccccc2C(N)=O)c1,-14%,-2%,-12%
COc1ccc(CCNC(=O)CCc2c(C)nc3c(-c4ccc(F)cc4)c(C)nn3c2C)cc1OC,-5%,4%,.
Cc1ccc(SCCC(=O)OCC(=O)Nc2ncc(Cl)cc2Cl)cc1,-11%,-9%,1%
Cc1ccc2occ(CN3CCN(c4ccccc4)CC3)c(=O)c2c1,-2%,1%,4%
CC(C)Oc1ccc(C(=O)NCCNC(=O)c2ccco2)cc1,0%,-29%,0%
Cc1cc(=O)oc2cc(OCCc3ccccc3)ccc12,-12%,4%,?
CCCCNC(=O)O[C@@H]1C[C@H]2CCC(=O)N3CC[C@@H](C1)[C@@H]23,4%,1%,4%
COc1ccc(CNC(=O)CCCc2nnc3n(C(C)C)c(=O)c4sccc4n23)cc1,14%,-1%,.
Brc1ccc(-c2csc3[n+]2CCCCC3)cc1,-1%,-3%,6%
CCOC(=O)c1nnn(-c2nonc2N)c1-c1cccc2ccccc12,-5%,-6%,14%
CC(=O)N1CCC2(CC1)CN(Cc1ccc(C#N)cc1)C2,.,-8%,7%
O=C1COc2ccc(C(=O)COC(=O)c3nc(Cl)ccc3Cl)cc2N1,-1%,-1%,-14%
COc1cc(/C=C/C(=O)OCC(=O)NC(=O)NC2CCCCC2C)ccc1OC(F)F (stereo not drawn),4%,-2%,.
Cc1ccc(CCNC(=O)CN(C)S(=O)(=O)c2cnc[nH]2)cc1,-4%,3%,7%
CCOC(=O)c1c(C)[nH]c(C(=O)COc2ccc3c(c2)OCO3)c1C,1%,-6%,-2%
CCOC(=O)c1oc2ccccc2c1NC(=O)COc1ccc(F)cc1,-5%,5%,?
CCn1c2ccccc2c2n[nH]c(=S)nc21,-2%,19%,1%
COc1cc(/C=N\NC(=O)c2ccc(-c3ccccc3)cc2)cc(Br)c1O,?,-12%,-4%
CC1(C)CC(=O)C=C(NCCO)C1,7%,-3%,-2%
C/C(=N\NC(=O)c1cccc(S(=O)(=O)Nc2ccc(C)cc2C)c1)c1ccncc1,-4%,-19%,-10%
Cc1ccc(S(=O)(=O)Oc2ccccc2/C=N/NC(=O)c2nn(C)cc2[N+](=O)[O-])cc1,0%,-8%,10%
Cc1c(C(=O)N2CC(C)OC(C)C2)oc2ccccc12 (stereo not drawn),-9%,-4%,-8%
O=C(N/N=C/c1ccco1)C1CC(=O)N(c2ccccc2)C1 (stereo not drawn),2%,-7%,-12%
O=C(CCCN1C(=O)c2cccc3cccc(c23)C1=O)N1CCN(c2ncccn2)CC1,?,-9%,9%
CC1CCN(S(=O)(=O)c2ccc3nc(Nc4cccc(C(F)(F)F)c4)ccc3c2)CC1,-23%,4%,.

# In the list so far, these have a Cl atom:
SMILES,FEN1 inh,KAT2A inh,N370S GC mod
COc1cccc(NC(=O)c2cc3c(-c4ccc(Cl)cc4)nn(C)c3s2)c1,1%,-7%,.
Cc1cc(NC(=O)COC(=O)c2cc(S(=O)(=O)N(C)c3ccccc3)ccc2Cl)no1,-10%,-15%,-13%
O=c1c2ccccc2nnn1COc1ccc(F)cc1Cl,10%,-7%,6%
CCN1CCCC1CNC(=O)c1cc2c(-c3ccc(Cl)cc3)nn(C)c2s1 (stereo not drawn),50µM*,-7%,-8%
CC(=O)N1CCN(c2ccc(NC(=O)c3ccc(Cl)c(Cl)c3)cc2)CC1,12%,-4%,-10%
O=C(Nc1cc(C(F)(F)F)ccc1Cl)c1cc2nc(-c3ccc4c(c3)OCO4)cc(C(F)(F)F)n2n1,19%,1%,.
Cc1c(Cl)cccc1NC(=O)CN1CCC(C(O)(c2ccccc2)c2ccccc2)CC1,-1%,1%,-10%
CC1CCC(NC(=O)CN2C(=O)C3CCCN3c3ncc(Cl)cc32)CC1 (stereo not drawn),.,-7%,1%
CN(CC(=O)Nc1ccccc1Cl)C(=O)COC(=O)c1nc(Cl)ccc1Cl,-3%,0%,-11%
CC(Oc1ccc(Cl)cc1Cl)C(=O)Nc1ccc2oc(-c3ccncc3)nc2c1 (stereo not drawn),-8%,1%,3%
Cc1ccc(SCCC(=O)OCC(=O)Nc2ncc(Cl)cc2Cl)cc1,-11%,-9%,1%
O=C1COc2ccc(C(=O)COC(=O)c3nc(Cl)ccc3Cl)cc2N1,-1%,-1%,-14%

# Assay outcomes (PubChem)

# This is a random part of the collection. Share with any hit: about 0.54%.
